# L3MBTL1 inh: qHTS Assay for the Inhibitors of L3MBTL1; Potency, µM (highest dose often 57.1 µM), for inactives: at the highest dose activity, negative = inhibition, actives largely listed as inhibitors; Lethal(3)malignant brain tumor-like protein 1 (Homo sapiens), Q9Y468; 230,000 tested, 0.66% active; AlphaScreen L3MBTL1–H3K9me1 peptide binding; active = well fitted inhibition curve with a large enough effect; inconclusive = small, poorly fitted or top-dose-only effect; inactive = no such curve, though single readings can be large or run the other way; also: nearly all actives have a fitted effect of over 60% in size
# Target sequence (Q9Y468 whole entry, looked up): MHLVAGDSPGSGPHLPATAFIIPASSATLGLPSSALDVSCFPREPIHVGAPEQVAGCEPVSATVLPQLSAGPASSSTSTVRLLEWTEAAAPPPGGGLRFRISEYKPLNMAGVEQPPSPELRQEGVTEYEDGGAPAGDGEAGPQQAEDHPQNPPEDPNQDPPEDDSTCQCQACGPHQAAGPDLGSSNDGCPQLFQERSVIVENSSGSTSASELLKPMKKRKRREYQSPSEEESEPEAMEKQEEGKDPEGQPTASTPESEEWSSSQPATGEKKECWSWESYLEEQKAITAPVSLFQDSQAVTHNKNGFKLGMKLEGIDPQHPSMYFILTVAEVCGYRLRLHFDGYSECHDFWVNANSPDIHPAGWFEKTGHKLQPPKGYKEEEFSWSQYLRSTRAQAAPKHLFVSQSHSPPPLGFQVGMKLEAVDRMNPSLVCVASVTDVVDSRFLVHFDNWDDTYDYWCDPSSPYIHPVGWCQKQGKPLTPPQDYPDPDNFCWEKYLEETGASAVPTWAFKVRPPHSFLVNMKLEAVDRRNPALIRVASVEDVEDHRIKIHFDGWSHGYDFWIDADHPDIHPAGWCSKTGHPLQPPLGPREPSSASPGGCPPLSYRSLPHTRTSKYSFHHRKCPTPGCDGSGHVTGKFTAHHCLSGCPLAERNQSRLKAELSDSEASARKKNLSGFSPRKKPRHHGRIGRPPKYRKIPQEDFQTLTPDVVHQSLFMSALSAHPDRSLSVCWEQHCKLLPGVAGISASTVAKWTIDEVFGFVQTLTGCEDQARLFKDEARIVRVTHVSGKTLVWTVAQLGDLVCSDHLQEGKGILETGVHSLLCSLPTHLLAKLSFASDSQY
#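 Displacement of a biotinylated histone H3(1-15) peptide monomethylated at Lys9 (75 nM) from L3MBTL1 (50 nM) was measured by AlphaScreen after a 30 min room-temperature compound incubation; cefsulodin titration served as intraplate control.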
# * = called active by the depositor; ? = inconclusive; [ ] = dose if it differs, or a comment. % is scaled to controls: 0 for no effect and ±100 for the full control effect; potency is read from the fitted curve at half-maximal effect. A portion of the library. The share of hits here may be higher or lower than overall.
SMILES,L3MBTL1 inh
CCCC(=O)Oc1cccc(C2NC(=O)c3ccccc3O2)c1 (centres undefined),5.6%[2.29 µM]
CC(C)NC(=O)N(C)C[C@@H]1Oc2c(NC(=O)C3CCOCC3)cccc2C(=O)N([C@@H](C)CO)C[C@H]1C,4.5%
COc1ccc(-c2csc3ncnc(NCCO)c23)cc1,-3.4%
C[C@H](CO)N1C[C@H](C)[C@@H](CN(C)Cc2ccc(Cl)c(Cl)c2)Oc2c(NS(=O)(=O)c3ccc(F)cc3)cccc2C1=O,-1.8%
CCN1C(=O)[C@H]2[C@@H](c3ccc(-c4ccc(OC)cc4)c(OC)c3)N[C@@](CC(C)C)(C(=O)OC)[C@H]2C1=O,-3.8%
Cc1ccc(CNC(=O)CCS(=O)(=O)c2ccc3nc(C)sc3c2)cc1,3.8%
CCS(=O)(=O)c1ccc(-c2cccc(NC(=O)c3ccc(Br)o3)c2)nn1,-9.2%
O=C(COC(=O)Cn1[nH]c(=O)c2ccccc2c1=O)Nc1ncc(Cl)cc1Cl,-18.1%
CCOc1ccc(N(CC(=O)Nc2cccc(OC)c2)S(C)(=O)=O)cc1,-7.5%
Cc1cc(Br)ccc1NC(=O)CNC(=O)CN(C)C1CCS(=O)(=O)C1 (centres undefined),4.6%
Cc1noc(C)c1COc1ccccc1C(=O)N(C)Cc1ccco1,-0.3%
O=C(CCNC(=O)c1ccc(Br)cc1)NCc1cccnc1,-4.2%
Clc1cccc(-c2ccc(-c3nc4ccccn4c3NCc3ccccc3)cc2)c1,?
CCCSc1ccc([C@H]2N[C@@](Cc3ccccc3)(C(=O)OC)[C@H]3C(=O)N(CC)C(=O)[C@@H]23)cc1,4.8%
C#CCOCCOCCOCCNc1nc(N2CCN(C(=O)CCCCCCCCCCNC(=O)[C@@H](CCSC)n3cc(CCO)nn3)CC2)nc(N2CCN(C(=O)CCCCCCCCCCNC(=O)[C@H]([C@@H](C)CC)n3cc(CCCCCN)nn3)CC2)n1,-0.4%
CCCN(C(=O)CSCC(=O)Nc1ccc(OC)cc1)c1c(N)n(Cc2ccccc2)c(=O)[nH]c1=O,-1.9%
COc1cc(C)ccc1OCC(=O)OCC(=O)c1[nH]c(C)c(C(C)=O)c1C,-4.6%
N/C(=N/O)c1nc(N2CCCC2)nc(N2CCCC2)n1,-7.0%
O=C(O)C1CCCCC1C(=O)Nc1cccc(Br)c1 (centres undefined),12.6µM*
CCOc1cc(C(=O)N(CC)CC(=O)Nc2ccc3c(c2)OCCO3)ccc1OC,-1.3%
COc1ccc(C)cc1S(=O)(=O)n1cnc(C)c1,2.4%
Cc1cc(C)cc(-c2nnc(SCC(=O)Nc3cc(C)on3)o2)c1,-1.1%
CC1CCN(S(=O)(=O)c2ccc(C(=O)OC(C)C(=O)N(C)C3CCCCC3)cc2)CC1 (centres undefined),2.5%
CCC1COCCS(=O)(=O)N1Cc1ccccc1F (centres undefined),2.5%
CCOC(=O)C1=C(COC(=O)/C=C/c2cccc(F)c2)NC(=O)NC1C (centres undefined),-1.9%
Cc1ccccc1NC(=O)Cc1nc(COC(=O)Cc2c(F)cccc2Cl)cs1,1.5%
O=C(NCC(c1ccco1)N1CCc2ccccc2C1)c1ccccc1Br (centres undefined),-0.8%
Cc1ccc(CONC(=O)c2cccc(C)c2)cc1,0.9%
O=C(NCCOc1ccccc1)c1ccc2c(c1)S(=O)(=O)c1cc(Cl)ccc1C2=O,-9.5%
COc1ccccc1/C=N/NC(=O)c1ccc2c(c1)OCO2,-4.8%
Cc1ccc([C@H]2C(C(=O)O)=C[C@@H](CC3CCCC3)N2S(=O)(=O)c2ccc(C)cc2)cc1,0.8%
Cc1nc(C)c(C(=O)OC(C)C(=O)Nc2ccc(F)cc2)s1 (centres undefined),9.8%
CN(C)c1ccc(/C=N/N2CCN(Cc3ccccc3Cl)CC2)cc1,1.4%
Cc1ccc(NC(=O)c2oc3ccccc3c2COC(C)C)cc1S(=O)(=O)N1CCOCC1,-2.4%
CCCCN1C(=O)C(=O)N(CC(=O)Nc2cc(S(=O)(=O)N(C)C)ccc2C)C1=O,2.3%
CCN1CCN(c2ccc(S(=O)(=O)N3CCOCC3)cc2NC(=O)CCC(C)C)CC1,-14.5%
COc1ccc(CCNC(=O)c2cccc(S(=O)(=O)N3CCCC3)c2)cc1OC,4.9%
CC(=O)Nc1ccc(C(=O)OCC(=O)N(c2ccccc2)C2CCCCC2)cc1,-5.5%
CC(OC(=O)CNC(=O)c1ccc(Cl)c([N+](=O)[O-])c1)C(=O)NC1CCCCC1C (centres undefined),-1.8%
CCCCN(C(=O)CN1C(=O)C2CCCCC2C1=O)c1c(N)n(CCC)c(=O)[nH]c1=O (centres undefined),12.1%
O=C(NCC(c1ccco1)N1CCCCC1)c1cc2c(s1)CCCC2 (centres undefined),-1.2%
C=CCN(C(=O)COC(=O)c1cc[n+]([O-])cc1)c1nc(-c2ccccc2)cs1,-2.1%
CC(C)(C)n1ncc2c(=O)n(Cc3cc(F)c(Cl)cc3Cl)cnc21,-0.1%
COc1cc(OC)cc(-c2c(C#Cc3ccsc3)c3cc(-c4ccc(OC)cc4F)ccc3n2C)c1,-3.8%
C[C@H](CO)N1C[C@H](C)[C@@H](CN(C)Cc2ccc(-c3ccccc3)cc2)Oc2c(NS(=O)(=O)c3ccccc3)cccc2C1=O,-0.1%
C/C(=N\NC(=O)c1cccnc1)c1ccc(Br)cc1,3.8%
CC(C)c1ccc(S(=O)(=O)N2CCC(C(=O)NCc3ccco3)CC2)cc1,-5.5%
CN(C(=O)CN1CCN(c2cnn(-c3ccccc3)c(=O)c2Cl)CC1)C1CCS(=O)(=O)C1 (centres undefined),-0.2%
CC(=O)Nc1ccc(NC(=O)COC(=O)CCNS(=O)(=O)c2c(Cl)cccc2Cl)cc1,1.0%
CCN(CC(=O)Nc1ccccc1C(F)(F)F)C(=O)/C=C/c1ccc(Cl)c([N+](=O)[O-])c1,3.0%
CCN(CC(=O)NC(=O)NCc1ccccc1)CC(=O)Nc1cc(Cl)ccc1C,-7.2%
Cc1cccn2c(=O)nc(SCC(=O)NCc3ccco3)nc12,-1.4%
COCCN(C(=O)c1snc(C(N)=O)c1N)C(C(=O)NC1CCCCC1)c1ccc(N(C)C)cc1 (centres undefined),15.0%
Cc1ccccc1NC(=O)N1CCCC1C(=O)NCc1ccccc1 (centres undefined),-0.6%
CCOC(=O)C1CCN(C(=O)COC(=O)c2ccc(=O)n(Cc3ccccc3)n2)CC1,-2.4%
CCN(CC(=O)NCc1cccs1)S(=O)(=O)c1cccc(Br)c1,1.5%
COc1ccccc1C(=O)NC(CCSC)C(=O)Nc1ccc(C)c(S(=O)(=O)N2CCOCC2)c1 (centres undefined),-7.0%
O=C(OCC(=O)N1CCCC1=O)c1ncc(Cl)c(Cl)c1Cl,-4.1%
CC1CCCC(NC(=O)CN2CCN(S(=O)(=O)c3cccs3)CC2)C1C (centres undefined),-2.7%
Cc1ccc(C(=O)NCC(=O)NC2CCC(C)CC2)s1 (centres undefined),-0.5%
# Next part:
SMILES,L3MBTL1 inh
CC(C)c1nnc(NC(=O)CC(C)c2ccccc2)s1 (centres undefined),-1.1%
O=C(Cc1cccs1)Nc1ccc([N+](=O)[O-])cc1,-5.0%
CCOC(=O)c1ccc(NC(=O)C2CC(=O)N(c3ccc4c(c3)OCCO4)C2)cc1 (centres undefined),0.0%
CC(=O)Oc1ccc(/C=N/NS(=O)(=O)c2ccc(C)cc2)c(OC(C)=O)c1,-1.6%
C[C@H]1COC(=O)[C@H](Cc2ccc(F)cc2)C/C=C\C[C@@H](CC(=O)N(CCO)Cc2ccccc2)C(=O)N1,-0.9%
O=C(NNC(=S)NC(=O)c1ccc(Br)cc1)c1ccc([N+](=O)[O-])cc1,-6.0%[2.29 µM]
Cc1ccc(C(=O)NC2CCN(CCCC(=O)c3ccc(F)cc3)CC2)cc1,3.5%
O=c1c2cc(F)ccc2sn1-c1ccccc1,-4.5%
C[n+]1ccc(C(=O)Nc2ccccc2Cl)cc1,?
OC(CC#CCN1CCOCC1)(c1ccccc1)c1ccccc1,-1.0%
Cc1ccc(OCC(=O)Nc2ccccc2C(N)=O)cc1,2.4%[2.29 µM]
COCCN(C(=O)CC1CCCCC1)c1c(N)n(CC(C)C)c(=O)[nH]c1=O,-0.8%
CC(CCc1ccccc1)N1CCN(C)CC1 (centres undefined),13.5%
Cc1ccc(SCCC(=O)OCC(=O)Nc2ccc(C(N)=O)cc2)cc1,-2.5%
CC(C)C[C@H]1CN=C(Nc2ccccc2)N1CC1CCCCCC1,6.5%
CCOc1ccc(/C=C/C(=O)NC2CCCCC2)cc1,4.2%[2.29 µM]
O=C(NCCCCc1ccccc1)NC[C@@H]1CC[C@@H](Cc2ccc(-c3ccccc3)cc2)O1,-18.1%
COCCCNC(=S)N(CCCO)Cc1cc2cc3c(cc2[nH]c1=O)OCCO3,-3.1%
CCOC(=O)C1=C(COC(=O)CCOc2cccc(C)c2)NC(=O)NC1C (centres undefined),5.2%
O=C(Nc1cccc(S(=O)(=O)N2CCOCC2)c1)c1cccc(S(=O)(=O)N2CCCCC2)c1,-0.3%
CCCN(C(=O)c1ccccc1Cc1ccccc1)C1CCS(=O)(=O)C1 (centres undefined),1.6%
CCN(Cc1ccccc1)S(=O)(=O)c1cc2c3c(c1)CCN3C(=O)CC2,-4.5%
CCOc1ccccc1NC(=O)COC(=O)c1cc(C)oc1C,-6.9%
O=C(CSc1nc(=O)n(CCCN2CCOCC2)c2c1CCC2)Nc1ccc(F)cc1,1.4%
CCN(C[C@H]1N[C@@](Cc2ccccc2)(C(=O)OC)[C@H]2C(=O)N(Cc3ccccc3)C(=O)[C@@H]12)S(=O)(=O)c1ccc(C(C)(C)C)cc1,-5.3%
CSc1nc(N)nc2c1ncn2CC(=O)N[C@H](C)c1cccc2ccccc12,10.7%
Fc1ccccc1NC(=S)NC1CCCC1,-3.8%
O=C(COC(=O)c1cc(S(=O)(=O)N2CCCCC2)ccc1N1CCOCC1)c1ccccc1,-16.9%
COC(=O)[C@]1(Cc2ccccc2)N[C@H](CN(C)C(=O)Nc2ccccc2)[C@@H]2C(=O)N(C)C(=O)[C@@H]21,3.8%
COc1ccc(C2=NN(C(=O)CSc3nc(=O)n4cccc(C)c4n3)C(c3ccc(C)cc3)C2)cc1 (centres undefined),0.2%
COc1ccc(S(=O)(=O)N2CCSCC2)cc1C(N)=O,-1.7%
COc1ccccc1C1C2=C(CCCC2=O)N(CC(=O)O)C2=C1C(=O)CCC2,7.4%
O=C1COc2ccccc2N1Cc1ccc(Cl)cc1,3.0%
NS(=O)(=O)c1cccc(C(=O)OCC(=O)NC2CCCc3ccccc32)c1 (centres undefined),-27.8%
CCn1ccc(=O)c2cc3c(cc21)OCO3,-1.3%
COCCN(C(=O)COC(=O)c1cc2ccccc2cc1OC)c1c(N)n(Cc2ccccc2)c(=O)[nH]c1=O,7.8%
COc1cc(OC)c(C(=O)Nc2ccc3ccccc3c2)cc1OC,0.9%
Cc1ccc(NC(=O)CN2C(=O)NC3(CCCC3)C2=O)nc1,6.2%
COc1ccc(NC(=O)CN2CCN(c3ccccc3C)CC2)cc1,-4.6%
Cc1ccccc1NC(=O)COC(=O)C1=COCCO1,5.8%
Cc1ccccc1N(CC(=O)NC(C)(C)C)C(=O)CCC(=O)Nc1nccs1,3.1%
COc1ccc2oc(=O)c(C(=O)Nc3ccccc3C)cc2c1,-0.5%[2.29 µM]
O=C1CCN(CCc2ccccc2)CCN1[C@H](CSc1ccccc1)Cc1ccccc1,-9.9%
CC1CN(C(=O)c2cc(S(=O)(=O)N3CCCCC3)ccc2Cl)CC(C)O1 (centres undefined),-1.8%
Cc1ccc(OCCC(=O)OCC(=O)N2c3ccccc3NC(=O)C2(C)C)cc1,-3.8%
COc1ccc(NC(=O)CN(C)C(=O)CCNC(=O)Nc2ccccc2)cc1,7.4%
COc1cc(CN2CCN(CCCc3ccccc3)C(CCO)C2)cc(OC)c1O (centres undefined),0.2%
CC[C@@]1(C(=O)OC)N[C@H](CN(C)C(=O)COc2ccccc2)[C@@H]2C(=O)N(C)C(=O)[C@@H]21,8.7%
COc1cccc2cc(C(=O)OCC(=O)N3CC(C)OC(C)C3)c(=O)oc12 (centres undefined),5.1%
CC(C)CC1NC(=O)c2ccccc2-n2c1nc1ccc(F)cc1c2=O (centres undefined),7.7%

# Among those listed so far, these have fluorine.
SMILES,L3MBTL1 inh
C[C@H](CO)N1C[C@H](C)[C@@H](CN(C)Cc2ccc(Cl)c(Cl)c2)Oc2c(NS(=O)(=O)c3ccc(F)cc3)cccc2C1=O,-1.8%
CCC1COCCS(=O)(=O)N1Cc1ccccc1F (centres undefined),2.5%
CCOC(=O)C1=C(COC(=O)/C=C/c2cccc(F)c2)NC(=O)NC1C (centres undefined),-1.9%
Cc1ccccc1NC(=O)Cc1nc(COC(=O)Cc2c(F)cccc2Cl)cs1,1.5%
Cc1nc(C)c(C(=O)OC(C)C(=O)Nc2ccc(F)cc2)s1 (centres undefined),9.8%
CC(C)(C)n1ncc2c(=O)n(Cc3cc(F)c(Cl)cc3Cl)cnc21,-0.1%
COc1cc(OC)cc(-c2c(C#Cc3ccsc3)c3cc(-c4ccc(OC)cc4F)ccc3n2C)c1,-3.8%
CCN(CC(=O)Nc1ccccc1C(F)(F)F)C(=O)/C=C/c1ccc(Cl)c([N+](=O)[O-])c1,3.0%
C[C@H]1COC(=O)[C@H](Cc2ccc(F)cc2)C/C=C\C[C@@H](CC(=O)N(CCO)Cc2ccccc2)C(=O)N1,-0.9%
Cc1ccc(C(=O)NC2CCN(CCCC(=O)c3ccc(F)cc3)CC2)cc1,3.5%
O=c1c2cc(F)ccc2sn1-c1ccccc1,-4.5%
O=C(CSc1nc(=O)n(CCCN2CCOCC2)c2c1CCC2)Nc1ccc(F)cc1,1.4%
Fc1ccccc1NC(=S)NC1CCCC1,-3.8%
CC(C)CC1NC(=O)c2ccccc2-n2c1nc1ccc(F)cc1c2=O (centres undefined),7.7%
